From PubChem
NOD2-RIPK2 inh – NOD2-RIPK2 protein interaction inhibition; CHO BLA complementation NOD2-RIPK2, CCF4 ratio; actives 0.38% (n = 360,000); inhibition, % at 4.98 µM; O43353; in the data active means inhibition above about 21%;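 further: 0% = vehicle only and 100% = reference blocker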
MC4R antagonist – human MC4R antagonism in cAMP assay; inhibition, % at 6.5 µM; MC4R-expressing cells, MTII-stimulated cAMP, LANCE TR-FRET; actives 0.48% (n = 360,000);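 active means inhibition above its plate's cutoff, the mean of tested wells on that plate plus 3 SD, cut at about 29% in these data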;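 further: 0% = Melanotan II alone and 100% = Melanotan II plus saturating MCL0020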
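System: U2OS cells stably expressing human melanocortin 4 receptor (MC4R). Reagent: Melanotan II challenge after compound preincubation. Doses: 6.5 µM. Times: 30-min compound, 1-h challenge, 1-h detection, room temperature. Measured by: TR-FRET with Eu-cAMP and labeled anti-cAMP, 671 nm. Replicates: singlicate.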
ABHD5 PLIN5 PPI – inhibitors of human ABHD5-perilipin-5 interaction. Q00G26+Q8WTS1. Split G. princeps luciferase complementation, luminescence, 4 h. inhibition, % at 4 µM. actives 0.78% (n = 360,000);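 active means inhibition above the mean inhibition across every tested compound plus 3 SD, cut at about 22% in these data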;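 further: 0% = DMSO only wells and the 100% control is not disclosed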
Target sequence (Q00G26 whole entry, looked up): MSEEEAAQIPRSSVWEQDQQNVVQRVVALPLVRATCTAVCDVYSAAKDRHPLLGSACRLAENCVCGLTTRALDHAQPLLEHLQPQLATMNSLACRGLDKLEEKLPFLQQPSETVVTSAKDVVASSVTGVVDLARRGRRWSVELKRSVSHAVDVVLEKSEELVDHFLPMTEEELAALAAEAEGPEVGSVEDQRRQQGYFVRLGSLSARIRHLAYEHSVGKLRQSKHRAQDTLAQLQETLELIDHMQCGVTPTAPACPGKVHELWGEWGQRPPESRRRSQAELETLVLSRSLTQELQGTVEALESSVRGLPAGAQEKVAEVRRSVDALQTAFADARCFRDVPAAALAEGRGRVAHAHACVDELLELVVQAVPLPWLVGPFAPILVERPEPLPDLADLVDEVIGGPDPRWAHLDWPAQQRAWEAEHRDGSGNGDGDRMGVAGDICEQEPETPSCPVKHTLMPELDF
Target sequence (Q8WTS1 whole entry, looked up): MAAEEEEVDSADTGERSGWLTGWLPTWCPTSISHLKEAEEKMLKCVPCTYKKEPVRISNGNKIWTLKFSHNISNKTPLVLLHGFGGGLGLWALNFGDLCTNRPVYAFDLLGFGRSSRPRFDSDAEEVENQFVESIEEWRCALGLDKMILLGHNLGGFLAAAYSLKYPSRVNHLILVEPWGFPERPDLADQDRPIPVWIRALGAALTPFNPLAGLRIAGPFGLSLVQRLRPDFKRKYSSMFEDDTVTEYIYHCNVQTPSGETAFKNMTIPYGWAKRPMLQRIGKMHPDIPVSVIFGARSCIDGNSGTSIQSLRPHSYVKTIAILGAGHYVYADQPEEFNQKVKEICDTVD
m5-HT2A agonist – mouse HTR2A agonism via beta-arrestin recruitment; P35363; CHO-K1 mHTR2A beta-arrestin complementation, luminescence; percent of 30 µM serotonin response; activation, % at 7.6 µM; actives 0.66% (n = 360,000); AID 624169;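 active means activation above a run cutoff, the mean activation of all tested compounds plus 3 SD, cut at about 14% in these data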;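 further: 0% = plate median of compound wells and 100% = 30 µM serotonin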
NCOA2 inhibitor – human SRC2 (NCOA2) inhibition; actives 0.17% (n = 370,000); inhibition, % at 9 µM; HEK293 GAL4-SRC2 luciferase reporter, luminescence;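 active means inhibition above the mean inhibition of all tested compounds plus 3 SD, set per campaign, cut at about 52% in these data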;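 further: 0% = DMSO treated cells and 100% = cells given Gossypol at 36 µM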
TLR9-MyD88 inh – inhibitors of human TLR9-MyD88 binding; actives 0.21% (n = 340,000); Q9NR96+Q99836; CHO BLA complementation TLR9-MyD88, CCF4 FRET ratio; inhibition, % at 4.98 µM; AID 504734;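 active means inhibition above the mean over all tested compounds plus 3 SD, cut at about 21% in these data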;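 further: 0% = DMSO only wells and 100% = clavulanate BLA inhibitor control wells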
Glyco luc inh – N-linked glycosylation inhibition. D54 ERlucT glycosylation luciferase reporter, 24 h; percent of 100 nM tunicamycin response. reporter increase, % at 12.5 µM. actives 0.23% (n = 360,000). AID 588692;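 active means mean luciferase reporter signal, scaled so untreated is 0 and the glycosylation-blocking control 100, at or above a set limit in every replicate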;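 further: luciferase carries N-glycosylation sites so blocking glycosylation raises the light; 0% = median of neutral control wells and 100% = median of 100 nM tunicamycin wells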
H9c2 protect – modulators protecting cardiomyocytes from myocardial damage; actives 0.63% (n = 360,000); H9c2 cardiomyocytes, H2O2 injury protection, ATPLite, 2 h; protection from H2O2 cell death, % at 20 µM;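 active means compounds giving at least 50% protection of heart cells from peroxide-induced death in the single-dose screen, raw or plate-pattern-corrected value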;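 further: 0% = DMSO wells with peroxide and 100% = DMSO wells without peroxide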
ABCB6 inh MLPCN – inhibitors of human ABC transporter ABCB6. Q9NP58. fluorescence ratio to DMSO, % at 10 µM. actives 0.19% (n = 360,000). K562-ABCB6 porphyrin accumulation, flow cytometry, 1 h; active compounds read low;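 active means fluorescence ratio to DMSO below 75%, the collection mean minus 3 SD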;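 further: signal is porphyrin accumulated inside mitochondria; 100% equals median channel fluorescence of DMSO control wells; lower ratio means ABCB6 inhibition with less porphyrin fluorescence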
MC4R barr agon – agonists of human melanocortin 4 receptor (MC4R) beta-arrestin; U2OS MC4R beta-arrestin complementation, luminescence; percent of melanotan II response, DMSO zero; activation, % at 8.9 µM; P32245; actives 0.98% (n = 360,000);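 active means activation above a per-plate cutoff, the mean activation of sample wells on that plate plus 3 SD, cut at about 8% in these data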
* = called active by the depositor; . = no result given.

SMILES	NOD2-RIPK2 inh	MC4R antagonist	ABHD5 PLIN5 PPI	m5-HT2A agonist	NCOA2 inhibitor	TLR9-MyD88 inh	Glyco luc inh	H9c2 protect	ABCB6 inh MLPCN	MC4R barr agon
CSCCC(c1nc2ccccc2[nH]1)n1c(=O)c(-c2ccco2)nc2ccccc21 (centres undefined)	1	.	34*	4	-35	.	.	.	.	.
COC(=O)CN1C(=S)N(c2ccc(F)cc2)C(=O)C1CC(=O)Nc1ccc(OC)cc1 (centres undefined)	-11	28	1	0	-21	4	2	11	98	-1.2
COc1cc(C(=O)NCc2ccncc2)cc(OC)c1OC	-4	-3	4	6	16	-2	1	2	102	-1.3
COc1ccc(C(=O)NCC(=O)N2CCN(c3ncccn3)CC2)cc1OC	-7	4	1	3	-15	1	1	4	99	-2.3
O=C1CC2(CCN(C(=O)C3CC(=O)N(c4ccc(F)cc4)C3)CC2)Oc2ccccc21 (centres undefined)	-4	2	2	-2	2	6	-2	1	92	-1.1
Cc1c(NC(=S)N/N=C/C=C/c2ccccc2)c(=O)n(-c2ccccc2)n1C	2	22	-1	2	-1	-3	0	8	105	2.5
O=C(NCC1CCCO1)c1ccccc1-c1nc(-c2ccccc2Cl)no1 (centres undefined)	-1	2	-6	-3	-8	-5	1	-4	146	-0.3
O=S(=O)(c1ccc(F)cc1)N1CCN(c2nc(-c3cccnc3)nc3ccccc23)CC1	1	30*	2	2	9	-1	-2	35	96	3.5
COc1ccc(-c2nc(C(F)(F)F)c(OC)o2)cc1OC	-6	-5	-5	-1	0	14	1	-2	93	-2.7
CCOC(=O)[C@H]1[C@H]2COc3cc(OC)ccc3[C@@H]2N2C(=O)c3cc(OC)c(OC)cc3NC(=O)[C@@]12C	-3	15	-16	-4	-10	-3	2	2	97	-1.1
Clc1ccc(OCc2nnc(SCc3nnc(-c4ccccc4)o3)o2)c(Cl)c1	-1	-3	2	0	-18	-6	-2	-3	96	-0.5
COc1cccc(C(=O)Nc2nnc(-c3ccc(Cl)cc3)o2)c1	5	-4	-3	-3	-12	-1	0	67*	100	-2.9
O=C(c1ccc(Cl)cc1)c1cnc(-c2ccccc2)s1	1	4	-5	1	-36	-1	0	3	94	-2.1
Cc1cccc(N(C)C(=O)c2cc(S(=O)(=O)N3CCc4ccccc43)cn2C)c1	0	12	4	4	10	6	-3	-5	98	1.9
CCOc1ccc(CCNC(=O)CS(=O)Cc2nc(-c3ccccc3C)oc2C)cc1OCC (centres undefined)	-8	3	-1	5	22	2	1	-3	103	-2.0
COc1ccccc1-c1cc(C(F)(F)F)nc(S(=O)(=O)CCCC(=O)N2CCOCC2)n1	0	25	14	-9	7	-5	-6	-23	96	-0.9
Nc1cc(S(=O)(=O)Nc2ccccc2Cl)ccc1N1CCOCC1	-10	-3	0	10	3	-11	-1	-7	97	0.7
CCOC(=O)Cc1c(C)c2c(C)nn(-c3ccccc3)c2oc1=O	-12	-2	-1	0	-2	-5	-2	4	96	-0.8
COCCn1c(=O)[nH]c2cc(C(=O)NCc3ccccc3)ccc2c1=O	-3	15	4	2	15	-1	-2	10	106	-0.3
Nc1cc(N)nc(SCCN2CCCCC2)n1	-5	0	-8	0	-6	-7	0	2	99	-1.5
CC(NCCc1ccc(S(N)(=O)=O)cc1)C(=O)NCc1ccccc1 (centres undefined)	3	3	7	4	9	6	1	3	92	-2.0
CCSc1nnc(NC(=O)CCn2c(=O)oc3ccccc32)s1	4	7	-3	-4	9	-1	1	16	95	1.6
CNC(=S)NNC(=O)COc1ccccc1C	-2	4	-4	4	11	7	1	11	101	-0.9
Cc1nn(CC(C)C(=O)N2CCN(S(=O)(=O)c3ccc(Cl)cc3)CC2)c(C)c1C (centres undefined)	2	4	3	4	-23	-10	0	1	99	-1.8
COc1ccc([N+](=O)[O-])cc1COc1ccc2c(-c3ccccc3)cc(=O)oc2c1	-8	0	10	1	-14	-4	1	25	102	-0.8
The results go on:
SMILES	NOD2-RIPK2 inh	MC4R antagonist	ABHD5 PLIN5 PPI	m5-HT2A agonist	NCOA2 inhibitor	TLR9-MyD88 inh	Glyco luc inh	H9c2 protect	ABCB6 inh MLPCN	MC4R barr agon
Cc1ccc(C(=O)N2CCN(C)CC2)cc1S(=O)(=O)N1CCCCCC1	-10	7	-3	1	-21	0	0	2	98	-1.2
CCOc1ccc(N(C)S(=O)(=O)c2ccc(C)c(C(=O)NCc3cccs3)c2)cc1	4	9	2	-7	4	-6	-4	-8	96	0.2
COc1cc(NC(=O)CN2C(=O)C(c3ccccc3)=NC2(C)C)cc(OC)c1	8	2	2	28*	20	2	9	5	96	-0.1
COc1cc(/C=C/CN2CCC(CO)(CC3CCCCO3)CC2)ccc1O (centres undefined)	2	7	-2	-6	6	-6	-1	7	101	-2.0
COC(=O)CSc1[nH]c2ccccc2c1[N+](=O)[O-]	-4	28	14	-2	-9	10	2	18	104	0.1
Cc1cc(C(=O)COC(=O)CNC(=O)c2ccccc2)c(C)n1CC1CCCO1 (centres undefined)	-3	11	-10	2	4	1	0	-2	90	-3.4
O=c1[nH]c2ccccc2nc1-c1nnnn1Cc1ccccc1	11	.	-5	-5	-6	.	.	.	103	.
CNC(=O)COC(=O)CCC(=O)c1cccs1	-11	6	1	-3	5	6	1	-3	88	-2.0
COc1cc(OC)c(OC)cc1CNc1cc(C)ccc1OC	-10	2	0	1	29	-6	0	-16	96	0.5
O=C1c2ccccc2C(=O)N1CC1c2ccccc2CCN1C(=O)C1CCCCC1 (centres undefined)	4	16	-8	0	2	-5	-2	18	101	1.7
CCCCCCCCN1N=N[C@H]2[C@H]1[C@@H]1C[C@H]2N(C(=O)OC(C)(C)C)O1	0	4	-8	0	20	0	0	-16	91	5.0
COc1ccc2c(c1OC)C(=O)N1N=C(c3ccc(-c4ccccc4)cc3)CC21 (centres undefined)	0	8	-2	0	33	-2	3	5	86	-1.9
CCC(C(=O)Nc1c2c(nn1C(C)(C)C)CS(=O)(=O)C2)c1ccccc1 (centres undefined)	3	-3	-12	9	-13	-1	0	0	98	-2.1
Cc1ccc(S(=O)(=O)N2CCC(C(=O)N[C@@H](C)C(=O)NCCc3ccccc3)CC2)cc1	-5	6	-6	1	5	-8	2	2	96	0.1
CCOCCOc1nc2c(c(=O)n(C)c(=O)n2C)n1Cc1ccc(C)cc1	2	-11	7	1	-6	-5	2	-7	100	2.2
CCOc1ccc(S(=O)(=O)Nc2cccc(N(C)S(C)(=O)=O)c2)cc1	-7	21	0	8	16	4	-3	-15	94	2.2
CCOc1nc(Nc2ccc(OC)cc2OC)nc(OCC)n1	5	-2	3	4	-24	5	0	-5	99	-2.6
C/C(=N\NC(=O)C(=O)Nc1c(C)n(C)n(-c2ccccc2)c1=O)c1ccncc1	5	2	1	1	-4	-4	1	6	96	-1.4
CN(CCNC(=O)CN1CCN(Cc2ccccc2Cl)C1=O)Cc1ccccc1	1	3	4	-2	.	-4	-1	1	97	1.2
Cc1ccc2c(c1)CO[C@@]21O[C@H](CCO)C[C@H](O)[C@H]1O	0	2	-6	2	-4	-5	1	-2	100	0.0
COC(=O)N/N=C/c1cn(Cc2c(Cl)cccc2Cl)c2ccccc12	0	10	2	1	18	18	4	-12	97	0.8
Cc1ccc(C)c(OCC(=O)Nc2ccc3c(c2)OCO3)c1C	11	-8	8	-4	-5	0	3	2	99	-1.3
CCN(Cc1ccccc1)C(=O)COC(=O)c1cc(S(=O)(=O)Nc2c(C)n(C)n(-c3ccccc3)c2=O)ccc1C	0	9	3	4	-14	3	1	-13	98	-4.6
COc1nc(OC)nc(N2CCC(C(=O)NCC3CCCCC3)CC2)n1	-6	0	-1	4	-13	0	2	4	97	-0.5
C#CCOCCOCCOCCNc1nc(N2CCN(C(=O)[C@H](CCC(=O)O)n3cc([C@@H](N)[C@H](C)CC)nn3)CC2)nc(N2CCN(C(=O)[C@H](CCC(=O)O)n3cc([C@@H](N)CCSC)nn3)CC2)n1	6	9	7	6	-38	7	3	-1	100	-0.2
(further entries)
SMILES	NOD2-RIPK2 inh	MC4R antagonist	ABHD5 PLIN5 PPI	m5-HT2A agonist	NCOA2 inhibitor	TLR9-MyD88 inh	Glyco luc inh	H9c2 protect	ABCB6 inh MLPCN	MC4R barr agon
CC(=O)Nc1ccc(NC(=O)C2CCCN(c3nnc(-n4cccc4)s3)C2)cc1 (centres undefined)	-3	10	3	1	-17	-5	3	2	89	-0.9
CC(C)Cc1ccc(CN2CCCC(NC(=O)CCN3CCOCC3)C2)cc1 (centres undefined)	0	8	3	4	-31	-3	0	1	99	-0.3
CC1CC(C)(C)CC2(C1)NC(=O)N(CC(=O)N1CCN(S(=O)(=O)c3ccc(F)c(F)c3F)CC1)C2=O (centres undefined)	3	7	2	0	-30	-10	0	-3	92	0.3
CCN(CC)CCCNC(=O)/C=C/C(=O)O	-6	7	10	0	-7	-4	2	25	93	-0.1
O=C(/C=C/[C@H]1O[C@@H](n2cnc3c(NC(=O)c4ccccc4)ncnc32)[C@H](O)[C@@H]1O)N[C@@H](CO)Cc1c[nH]c2ccccc12	2	.	-2	1	-6	.	3	4	103	.
Cc1ccc(Nc2ncnc3c2cnn3C)c(C)c1	1	13	4	2	0	7	-1	4	100	-0.3
CN(N)C(=S)NCc1ccccc1	4	8	-3	0	0	-3	0	3	96	-0.7
COCCNC(=S)NC1CC2CCCC(C1)N2Cc1cccs1 (centres undefined)	-8	-2	-5	7	-41	-11	0	-2	105	-1.3
Cn1c(=O)c2cc(S(=O)(=O)NCCC(=O)NCc3ccccc3Cl)ccc2n(C)c1=O	-7	0	-5	0	-14	-5	0	5	102	-1.0
Cn1c(SCC(=O)Nc2ccc3c(c2)OCCO3)nnc1-c1ccccn1	0	0	-2	2	11	-4	2	-14	94	0.0
Cc1ccccc1NC(=O)C(C#N)Cc1cccnc1 (centres undefined)	-10	1	8	5	-3	-5	4	6	103	-0.5
O=C(NCCN1CCC(n2c(=O)[nH]c3ccccc32)CC1)c1ccc(F)cc1Cl	10	.	4	-7	14	.	.	.	97	.
[O-]/C(=C(\C(=S)Nc1cccc2ccccc12)[n+]1ccccc1)c1ccc(OC(F)F)cc1	-6	7	-19	-1	6	8	2	-2	106	-2.0
O=C(Cc1ccc(NC(=O)C2CCCN(C(=O)C3CC3)C2)cc1)Nc1cccc(C(=O)N2CCCC2)c1 (centres undefined)	-11	-8	1	15*	-11	6	5	-5	101	-0.9
COCc1ccc(C(=O)N(C)CC2CCCN(CCc3ccccc3F)C2)o1 (centres undefined)	-2	14	-4	-10	3	-6	1	-1	97	-0.8
Cc1cc2c(o1)CC(C)(C)CC2=O	-1	8	0	-1	2	7	2	-2	98	-1.9

The list is partial, so the mix of outcomes need not match the whole.
